High-throughput results (PubChem)
FBW7 act = FBW7 E3 ligase activators, primary screen, biochemical, AlphaScreen, human | AlphaScreen FBW7–phospho-cyclin E peptide binding, activator screen | normalized activity (activation), % at 26.1 µM | 0.13% of 650,000 active | AID 1259310, 2017; in the data active = normalized activity above about 1.9%;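 note: purified mutant Fbw7 with reduced substrate affinity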
GPR151 ag = activators of human GPR151, primary screen, cell-based, PathHunter beta-arrestin, luminescence; G-protein coupled receptor 151 (Homo sapiens), Q8TDV0; PathHunter beta-arrestin GPR151 cells; activation, % at 11.2 µM; 1% of 650,000 active; AID 1508602, 2020; in the data active = activation above about 4.9%;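 note: 0% = median of compound wells and 100% = cells with positive control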
Target sequence (Q8TDV0 whole entry, looked up): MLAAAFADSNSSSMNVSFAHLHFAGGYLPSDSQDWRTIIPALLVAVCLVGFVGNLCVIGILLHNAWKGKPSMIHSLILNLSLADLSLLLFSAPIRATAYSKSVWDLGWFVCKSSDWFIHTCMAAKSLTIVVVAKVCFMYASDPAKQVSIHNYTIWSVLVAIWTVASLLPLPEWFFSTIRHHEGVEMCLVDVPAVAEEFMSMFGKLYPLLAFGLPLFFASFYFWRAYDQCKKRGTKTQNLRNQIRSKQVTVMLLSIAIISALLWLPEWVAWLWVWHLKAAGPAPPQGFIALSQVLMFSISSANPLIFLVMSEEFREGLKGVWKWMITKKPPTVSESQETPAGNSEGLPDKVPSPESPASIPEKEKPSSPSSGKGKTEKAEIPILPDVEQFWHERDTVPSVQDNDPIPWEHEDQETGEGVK
MITF inh = MITF inhibitors, primary screen, biochemical, AlphaScreen, human; AlphaScreen MITF homodimerization, bead proximity signal; Microphthalmia-associated transcription factor (Homo sapiens), O75030; inhibition, % at 2.6 µM; 0.91% of 650,000 active; AID 1259374, 2018; in the data active = inhibition above about 50%;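 note: 0% = vehicle wells with protein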
Target sequence (O75030 whole entry, looked up): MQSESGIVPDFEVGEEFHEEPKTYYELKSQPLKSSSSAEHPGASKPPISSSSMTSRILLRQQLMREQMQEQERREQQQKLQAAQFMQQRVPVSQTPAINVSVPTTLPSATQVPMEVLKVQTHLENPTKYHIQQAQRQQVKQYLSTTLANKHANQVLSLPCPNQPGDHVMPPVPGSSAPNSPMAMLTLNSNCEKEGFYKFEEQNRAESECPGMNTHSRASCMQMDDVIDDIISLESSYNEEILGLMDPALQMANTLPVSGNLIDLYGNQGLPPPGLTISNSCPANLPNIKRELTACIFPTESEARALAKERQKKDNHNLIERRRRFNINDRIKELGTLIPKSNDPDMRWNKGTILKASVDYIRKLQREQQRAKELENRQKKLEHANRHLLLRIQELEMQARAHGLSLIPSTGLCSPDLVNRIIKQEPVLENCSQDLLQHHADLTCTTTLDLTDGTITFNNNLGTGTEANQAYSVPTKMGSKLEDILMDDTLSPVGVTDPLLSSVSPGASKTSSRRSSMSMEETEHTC
TEAD-YAP block = TEAD-YAP interaction inhibition, primary screen, TEAD-YAP interaction inhibitor project, luminescence, HEK-TIYL cells. TEAD-Gal4/YAP UAS-luciferase luminescence. inhibition, % at 9.12 µM. 1.4% of 640,000 active. AID 1259422, 2018; in the data active = inhibition above about 32%;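 note: 0% = median of test compound wells and 100% = reference inhibitor wells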
Numbers without * were called inactive; / = no result given; & = joins results of further samples.

SMILES	FBW7 act	GPR151 ag	MITF inh	TEAD-YAP block
Cc1ccc(Oc2ccc(N(C)C(=O)c3c(-c4ccccc4Cl)noc3C)cc2)nn1	0.0	1.5	-6.0	-8.4
CC1=NN(c2ccc(C)cc2)C(=O)/C1=C\c1ccc(-c2cc([N+](=O)[O-])ccc2O)o1	-0.3	0.1	-0.6	-10.6
C=CCn1c(SCC(=C)C)nc2ccccc2c1=O	-0.2	4.8	3.2	1.4
Cc1noc(C)c1COC(=O)c1ccc([N+](=O)[O-])s1	0.2	0.4	10.2	25.4
Cc1cccc(OCc2n[nH]c(=S)o2)c1C	-0.3	0.9	6.2	3.6
CC(C)N=C1NS(=O)(=O)c2cc([N+](=O)[O-])ccc21	-0.1	-0.7	-5.3	-4.5
O=C(C1CCCN(S(=O)(=O)c2ccccc2[N+](=O)[O-])C1)N1CCCCC1 (stereo not given)	-0.1	1.2	1.3	-12.5
COc1ccc(Nc2nnc(-c3ccc(C)c(S(=O)(=O)NCc4ccccn4)c3)c3ccccc23)cc1	-0.1	0.3	12.3	2.6
CCCNc1cc(-c2cccs2)ncn1	0.4	-2.2	6.2	-23.1
CC1=C(C(=O)Nc2ccccc2C)C(c2ccc(C)cc2)NC(=O)N1 (stereo not given)	0.4	0.6	13.0	-2.8
Clc1cccc(-c2cnn3c(NCCCN4CCOCC4)ccnc23)c1	0.1	0.9	-10.4	-48.7
CCCCOc1ccc(-c2cc(C(=O)OC)[nH]n2)cc1	-0.3	-0.8	2.6	-33.9
CCOc1ccccc1N(C)S(=O)(=O)c1ccc2[nH]cc(C(=O)N(CCOC)CCOC)c(=O)c2c1	0.0	0.4	3.7	10.3
COc1cccc(/C=C2\SC(=N)N(c3ccc(F)cc3)C2=O)c1OCC(=O)O	0.3	0.7	15.5	14.3
CC(=O)c1cc2c(cc1NC(=O)CSc1nc3[nH]ncc3c(=O)n1-c1ccc(Cl)cc1)OCO2	-0.2	2.1	-2.2	4.9
CC(C)Cn1c(=O)c(C(=O)NCc2ccc3c(c2)OCO3)c(O)c2ccccc21	0.1	-0.2	21.6	6.9
Cc1ccc(S(=O)(=O)N(C)CC(=O)N2CCN(c3ccccc3F)CC2)cc1	-0.2	-0.1	-1.6	6.2
O=C(NC1CCCCCCC1)c1ccc2c(c1)N(Cc1cccc(Cl)c1)C(=O)CS2	0.1	0.1	-7.1	5.5
CCOC(=O)C(NS(=O)(=O)c1cccc2nsnc12)c1ccccc1Cl (stereo not given)	0.0	-0.2	6.4	2.8
O=[N+]([O-])c1ccccc1CNc1ccc(Br)cc1	0.0	-0.9	16.6	-2.1
COc1ccc(NC(=O)CC[C@H]2CN(Cc3ccccc3)CC[C@H]2N(C)C)cc1	-0.1	2.7	-8.0	19.3
Cc1ccc(CSc2nc3ccsc3c(=O)n2Cc2ccccn2)cc1	-0.2	-0.8	1.0	5.0
O=C(Nc1ccc2c(c1)OCCO2)c1ccc(N2CC3CC(C2)c2cccc(=O)n2C3)c(NC(=O)c2ccc(Br)o2)c1 (stereo not given)	0.0	0.0	2.4	-12.8
O=C(c1ccsc1)N1CCOc2ccc(CN3CCN(c4ccccc4)CC3)cc2C1	-0.4	-1.2	72.6*	-1.5
Cc1ccc(NC(=O)/C(C#N)=C/c2c[nH]c3ccccc23)c([N+](=O)[O-])c1	-0.2	0.5	-3.1	-2.4
COc1ccccc1Nc1nc(-c2cccc(N3C(=O)c4ccccc4C3=O)c2)cs1	0.0	-0.3	13.0	16.6
CC(C)c1ccccc1NC(=S)N(C)C	0.1	-0.8	0.1	5.4
CCOC(=O)N1CCc2c(sc(NCc3ccccc3OCC)c2C(=O)Nc2cc(Cl)ccc2OC)C1	-0.3	-0.2	12.5	-4.2
CC(C)(C)c1ccc(NC(=O)CN2C(=O)c3ccc([N+](=O)[O-])cc3C2=O)cc1	-0.1	0.8	-5.0	-4.5
O=C(CSc1nnc2c(n1)[nH]c1ccc(Cl)cc12)Nc1ccc2c(c1)OCO2	0.1	0.0	8.1	-5.8
COC(=O)C(C#N)C(=O)c1cc(OC)cc(OC)c1 (stereo not given)	-0.1	0.3	6.9	4.6
COc1ccc(-c2cc(=O)[nH]c(SCC(=O)Nc3ccccc3)n2)cc1	0.0	-0.4	0.0	-2.7
O=S(=O)(c1cc(Br)ccc1Br)N1CCC(Cc2ccccc2)CC1	0.0	0.1	-4.9	-5.2
COc1cccc(C2N(c3nccs3)C(=O)C3CCCN32)c1OC (stereo not given)	-0.1	-1.1	-18.4	-11.5
CCSCCOC(=O)C1=C(C)NC2=C(C(=O)CC(c3ccc(OC)cc3)C2)C1c1cc2c(cc1[N+](=O)[O-])OCO2 (stereo not given)	-0.1	0.8	7.5	6.3
CC[C@H]1OC(=O)[C@H](C)[C@@H](O[C@H]2C[C@@](C)(OC)[C@@H](O)[C@H](C)O2)[C@H](C)[C@@H](O[C@@H]2O[C@H](C)C[C@H](N(C)C)[C@H]2O)[C@](C)(O)C[C@@H](C)[C@@H]2N[C@@H](COCCOC)O[C@H]([C@H]2C)[C@]1(C)O	0.1&0.2	-0.4&-0.3	20.3&-3.5	-4.4
Cc1ccc(-c2nn(C)c(=O)c3ccccc23)cc1CO	-0.2	-1.4	8.6	-1.0
COc1cc(C(C)=O)ccc1OCc1ccc([N+](=O)[O-])cc1	0.0	-0.9	-6.9	-61.0
COc1ccccc1N1C(=O)NC(=O)/C(=C/c2cccn2C)C1=O	0.0	-1.4	14.2	-2.0
CCOC(=O)c1c(NC(=O)CSc2nnc(CNC(=O)c3ccc(OC)cc3)n2-c2cccc(Cl)c2)sc2c1CCC2	0.0	1.2	-5.3	-9.2
COc1ccc(-c2nc(NCCN(C(C)C)C(C)C)c3[nH]cnc3n2)cc1	0.4	1.0	4.2	6.0
CCNC(=O)NC(=O)C(C)OC(=O)c1cccc(N(C)C)c1 (stereo not given)	-0.1	-0.9	2.9	6.5
CCOc1ccccc1N/C=C/C(=O)c1ccc(OC)cc1	0.1	-0.3	2.6	-48.2
O=c1c2ccccc2ncn1CCOCCOc1ccc(Cl)c(Cl)c1	0.2	-0.8	-18.0	2.2
Cc1[nH]c2ccccc2c1/C=C(\C#N)C(=O)NCc1cccs1	0.0	-1.7	6.9	2.9
COC(=O)C(C)NC(=O)c1ccc([N+](=O)[O-])cc1[N+](=O)[O-] (stereo not given)	-0.5	2.4	-3.0	-15.3
COC(=O)C1=C(C(=O)OC)[C@@H]2N(C)c3ccc(OC)cc3[C@@]23C[C@@H](C(=O)OC)N(C(=O)C2CCC2)C3=N1	0.3	1.6	-24.2	/
CCc1ccc(OCC(=O)NNC(=O)c2ccc(Cl)c([N+](=O)[O-])c2)cc1	-0.1	0.3	-5.4	-2.4
O=C(CCCn1c2ccccc2c(=O)c2ccccc21)Nc1cc(Sc2ccc(F)cc2)cc([N+](=O)[O-])c1	0.8	-1.2	-1.4	6.1
C=CCn1cc(C(=O)NCCCC)c(=O)c2cc(S(=O)(=O)N3CCCCCC3)ccc21	-0.2	-0.4	0.7	-11.5
Cc1nc(N2CCCC2C(=O)N2CCC(C(O)c3cccs3)CC2)nc2ccccc12 (stereo not given)	-0.2	0.2	-4.6	-4.1
COc1ccc(/C=N/NC(=O)c2ccccc2C)cc1O	0.1	-3.0	1.6	-38.9
COc1ccc(/C=C2\NC(=S)N(c3ccccc3)C2=O)c(OC)c1	-0.2&0.0	1.6&0.2	6.4&19.1	-36.7&-32.1
O=C(CCCOc1ccc(Cl)cc1Cl)Nc1cccc2ccccc12	-0.1	1.5	-4.0	2.7
Cn1c(SCC(=O)N2CCc3ccccc32)nnc1-c1ccc(Cl)cc1	0.1	1.7	1.4	-4.9
CC(=O)Oc1ccc(N(C(C)=O)S(=O)(=O)c2cc([N+](=O)[O-])ccc2C)cc1	-0.1	0.7	12.4	4.3
COc1cc(CN2CC(=O)N(c3ccccc3SC)C(C)C2)cc2c1OCO2 (stereo not given)	0.1	-0.8	-0.5	-15.8
CCOC(=O)c1c(NC(=O)CCl)oc(C)c1C(C)=O	-0.2	-0.7	4.8	23.1
O=C(CSc1nc2ccccc2[nH]1)NC1CC1	-0.1	0.4	-5.4	-10.1
CN1CCC2(CC1)Oc1ccccc1C1CC(c3cccnc3)=NN12 (stereo not given)	-0.1	-0.1	15.1	2.6
(more compounds)
SMILES	FBW7 act	GPR151 ag	MITF inh	TEAD-YAP block
CCOC(=O)Cc1csc(NC(=S)NC(=O)CC(C)C)n1	-0.1	0.8	-12.0	6.2
COc1ccc(N2CCN(C(=O)C(C)N(c3ccc(C)c(C)c3)S(C)(=O)=O)CC2)cc1 (stereo not given)	-0.1	1.1	0.5	3.4
COC(=O)c1sc(NC(=O)CSc2nc3cc4c(cc3cc2C)OCCO4)nc1C	0.0	0.4	14.1	-5.5
O=C(c1ccc(Br)o1)N1CCN(c2cccc(C(F)(F)F)c2)CC1	-0.2	-1.4	15.2	0.4
Cc1c(CNCc2ccc3c(c2)OCO3)c(C(=O)O)c(C)n1Cc1ccc(F)cc1Cl	0.0	1.1	6.4	5.2
O=C(O)c1csc(Nc2ccccc2Br)n1	0.0	-1.1	2.6	0.0
CCCCS(=O)c1sc2nc(C)cc(C)c2c1N (stereo not given)	0.0	1.4	2.2	-0.6
O=C(NCc1cccnc1)c1ccnc(NC2CCN(Cc3ccccc3)CC2)c1	-0.1	0.5	6.2	-1.3
Cc1nnc(-c2cccc(NC(=O)C3CCN(CC4CCOC4)CC3)c2)s1 (stereo not given)	-0.2	1.2	-3.7	-4.0
O=C(CSc1nc2ccccc2c(=O)n1CCC(=O)NC1CCCCC1)NCCC1=CCCCC1	-0.1	1.6	3.6	0.7
CC(C)N(CCNc1nc(Nc2ccnn2C)nc2nc[nH]c12)C(C)C	0.0	0.8	1.9	-4.2
CCc1ccc(NC(=O)c2ccc(F)c(S(=O)(=O)N3CCc4ccccc43)c2)cc1	-0.1	1.0	1.4	1.2
CCOc1ccc(N2C(=O)CC(Sc3nc4ccccc4s3)C2=O)cc1 (stereo not given)	0.3	0.3	3.8	-9.2
C#C[C@]1(OC(C)=O)CC[C@H]2[C@@H]3CCC4=C[C@@H](OC(C)=O)CC[C@@H]4[C@H]3CC[C@@]21C	0.1	-0.6	17.6	/
COc1ccc(CCNC(=O)C2=C(C)C(=O)OC23CCC(C)CC3)c(OC)c1 (stereo not given)	0.1	-0.6	-5.6	8.2
O=C(N=C1SCC(=O)N1c1ccccc1)c1ccccc1	0.0	-0.9	6.5	-50.8

Structures shown so far that contain a nitro group on carbon (13):
SMILES	FBW7 act	GPR151 ag	MITF inh	TEAD-YAP block
CC1=NN(c2ccc(C)cc2)C(=O)/C1=C\c1ccc(-c2cc([N+](=O)[O-])ccc2O)o1	-0.3	0.1	-0.6	-10.6
Cc1noc(C)c1COC(=O)c1ccc([N+](=O)[O-])s1	0.2	0.4	10.2	25.4
CC(C)N=C1NS(=O)(=O)c2cc([N+](=O)[O-])ccc21	-0.1	-0.7	-5.3	-4.5
O=C(C1CCCN(S(=O)(=O)c2ccccc2[N+](=O)[O-])C1)N1CCCCC1 (stereo not given)	-0.1	1.2	1.3	-12.5
O=[N+]([O-])c1ccccc1CNc1ccc(Br)cc1	0.0	-0.9	16.6	-2.1
Cc1ccc(NC(=O)/C(C#N)=C/c2c[nH]c3ccccc23)c([N+](=O)[O-])c1	-0.2	0.5	-3.1	-2.4
CC(C)(C)c1ccc(NC(=O)CN2C(=O)c3ccc([N+](=O)[O-])cc3C2=O)cc1	-0.1	0.8	-5.0	-4.5
CCSCCOC(=O)C1=C(C)NC2=C(C(=O)CC(c3ccc(OC)cc3)C2)C1c1cc2c(cc1[N+](=O)[O-])OCO2 (stereo not given)	-0.1	0.8	7.5	6.3
COc1cc(C(C)=O)ccc1OCc1ccc([N+](=O)[O-])cc1	0.0	-0.9	-6.9	-61.0
COC(=O)C(C)NC(=O)c1ccc([N+](=O)[O-])cc1[N+](=O)[O-] (stereo not given)	-0.5	2.4	-3.0	-15.3
CCc1ccc(OCC(=O)NNC(=O)c2ccc(Cl)c([N+](=O)[O-])c2)cc1	-0.1	0.3	-5.4	-2.4
O=C(CCCn1c2ccccc2c(=O)c2ccccc21)Nc1cc(Sc2ccc(F)cc2)cc([N+](=O)[O-])c1	0.8	-1.2	-1.4	6.1
CC(=O)Oc1ccc(N(C(C)=O)S(=O)(=O)c2cc([N+](=O)[O-])ccc2C)cc1	-0.1	0.7	12.4	4.3

Molecules above containing a cyano group, in the order listed:
SMILES	FBW7 act	GPR151 ag	MITF inh	TEAD-YAP block
Cc1ccc(NC(=O)/C(C#N)=C/c2c[nH]c3ccccc23)c([N+](=O)[O-])c1	-0.2	0.5	-3.1	-2.4
COC(=O)C(C#N)C(=O)c1cc(OC)cc(OC)c1 (stereo not given)	-0.1	0.3	6.9	4.6
Cc1[nH]c2ccccc2c1/C=C(\C#N)C(=O)NCc1cccs1	0.0	-1.7	6.9	2.9
